USP2a inh – blocks human ubiquitin-specific protease USP2a; Potency, µM (doses to about 38.3 µM), for inactives: top-dose activity change, negative = inhibition, hits mostly inhibitors; hit rate 0.01% among 330,000; AID 463254; USP2 core, Ub-CHOP2 coupled fluorogenic reporter, 485/531;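 further: potency means the concentration at half of the fitted maximal effect; plate controls were DMSO wells for no effect and full inhibition by NEM control for full effect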
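Deubiquitinase activity read as fluorescence (485/531 nm) after Ub-CHOP2 cleavage activates the enterokinase reporter on its substrate; USP2 core 10nM, Ub-CHOP2 and substrate 25nM each, 30min compound preincubation then 60min RT; data normalized to NEM, curves fitted.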
Eya2 phos inh – inhibitors of human Eya2 phosphatase activity; O00167; recombinant Eya2, OMFP fluorescence dephosphorylation (OMFP is methylfluorescein phosphate); Potency, µM (series often up to 76.9 µM), without a hit: at the highest dose activity, negative = inhibition, hits mostly inhibitors; hit rate 0.006% among 330,000; further: potency means the concentration at half of the fitted maximal effect; on the % scale 0 is the no-effect control and ±100 the full control effect
Target sequence (O00167 whole entry, looked up): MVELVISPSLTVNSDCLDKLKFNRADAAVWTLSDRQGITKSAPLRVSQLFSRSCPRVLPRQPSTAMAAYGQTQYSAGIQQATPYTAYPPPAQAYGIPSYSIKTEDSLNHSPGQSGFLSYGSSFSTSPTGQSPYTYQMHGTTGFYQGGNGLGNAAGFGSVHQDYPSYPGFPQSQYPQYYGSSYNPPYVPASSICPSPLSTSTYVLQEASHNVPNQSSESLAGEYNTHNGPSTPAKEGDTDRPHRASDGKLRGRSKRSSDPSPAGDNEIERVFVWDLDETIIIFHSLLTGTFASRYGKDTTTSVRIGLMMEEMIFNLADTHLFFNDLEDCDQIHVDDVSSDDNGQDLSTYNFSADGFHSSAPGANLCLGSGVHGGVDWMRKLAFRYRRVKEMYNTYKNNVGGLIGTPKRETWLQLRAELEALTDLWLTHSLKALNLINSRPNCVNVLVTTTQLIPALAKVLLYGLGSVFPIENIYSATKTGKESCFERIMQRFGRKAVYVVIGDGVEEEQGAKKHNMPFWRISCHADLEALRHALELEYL
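Eya2 protein (added as 0.2 uM solution) was preincubated with compound for 10 min at ambient temperature in 50 mM HEPES pH 7.5, 50 mM NaCl, 5 uM MgCl2, 0.05% BSA, 1 mM DTT. OMFP (added at 50 uM) then reacted 10 min; fluorescence read at 485/525 nm.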
TRPV1 ag – agonists of human vanilloid receptor 1 (TRPV1); hit rate 0.19% among 320,000; AID 540275; activation, % at 8.33 µM; TRPV1-expressing cells, Fluo-8 calcium influx, agonist mode; in the data active means activation above about 80%; inconclusive means between about 30% and that limit; further: 0% is about no effect
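Cells expressing TRPV1 were dye-loaded with Fluo-8 and read kinetically: 10 s baseline, 3 min after compound (agonist portion), then 2 min after EC20 capsaicin (allosteric enhancer portion). Calcium-bound dye fluorescence at 480/520 nm.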
a7 integrin act – integrin-mediated muscular dystrophy alleviation activation; alpha7betagal myoblasts, beta-gal FDG fluorescence, 48 h; Potency, µM (doses to about 38.3 µM), for inactives: at the top dose activation, usual class: activators; hit rate 0.064% among 350,000; AID 624291;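 further: potency means the concentration at half of the fitted maximal effect; 100% = response of the positive control SU9516; nearly all actives have a fitted effect of over 60% in size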
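alpha7betagal+/- myoblasts (passage 13, 250/well) treated 48 h at 37C with compounds at 1:260 dilution of DMSO stock. Lysed, then beta-galactosidase activity read as FDG fluorescence (ex 480/em 540) after 30 min, with pre-read for autofluorescence.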
BRCA1 expr up – increases BRCA1 expression; MCF7-BRCA1-FFLuc reporter, luminescence, 48 h; response scale: scaled: vehicle 0%, 10 µM genistein 100%; hit rate 1.1% among 380,000; AID 624202; Potency, µM (titrated, usually from 46.1 µM), for the others: top-dose activation, actives largely listed as activators; further: potency means the concentration at half of the fitted maximal effect; nearly all actives have a fitted effect of over 80% in size; some results filed as inactive show a strong effect at the top dose
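Using MCF7 cells harboring a BRCA1 firefly luciferase reporter, plated 2 h before compound pinning, the screen measured luminescence after 48 h incubation. Responses were normalized to DMSO and 10 microM genistein, then fitted for concentration-effect.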
TSG101-PTAP inh – blocks PTAP/TSG101 interaction to inhibit HIV-1 budding; Q99816; Fluorescence polarization, FITC-PTAP peptide / Tsg101 binding; Potency, µM (doses to about 115 µM), for inactives: at the highest dose activity change, negative = inhibition, hits mostly inhibitors; 340,000 tested, under 10 active; AID 493005; active means well fitted inhibition curve with a large enough effect in the main read-out, with a control signal flat, not every such curve was filed as active; inconclusive means small, poorly fitted or top-dose-only effect, or effect the other way, or a change in a side signal; inactive means no such curve, though single readings can be large or run the other way; further: potency means the concentration at half of the fitted maximal effect; % of control where 0% means no effect
Target sequence (Q99816 whole entry, looked up): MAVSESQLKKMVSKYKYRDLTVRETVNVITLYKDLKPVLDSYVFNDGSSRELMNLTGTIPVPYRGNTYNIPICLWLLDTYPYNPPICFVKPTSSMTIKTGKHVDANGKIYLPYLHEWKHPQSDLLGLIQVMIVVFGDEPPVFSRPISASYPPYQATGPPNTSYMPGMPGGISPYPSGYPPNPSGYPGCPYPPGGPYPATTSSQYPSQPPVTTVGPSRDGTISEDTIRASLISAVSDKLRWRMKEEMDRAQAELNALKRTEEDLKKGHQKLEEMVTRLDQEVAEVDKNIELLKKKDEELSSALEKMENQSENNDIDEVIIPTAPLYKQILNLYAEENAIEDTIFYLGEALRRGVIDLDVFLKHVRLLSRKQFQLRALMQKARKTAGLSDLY
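Fluorescence polarization binding of Tsg101 binding domain (10 uM final) to FITC-labeled PTAP peptide (50 nM final) in HEPES pH 7.5 buffer with NaCl, Tween 20, EDTA, TCEP. Compounds added before peptide; binding 20 min at RT.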
p53 reactivation – restores transcriptional activity of mutant p53 | H1299 p53-A138V BP100-luciferase reporter, luminescence, 24 h | Potency, µM (series often up to 92.2 µM), inactives show top-dose activity change, positive = activation, usual class: activators | hit rate 0.063% among 320,000 | AID 504706; further: potency means the concentration at half of the fitted maximal effect; % of control where 0% means no effect; nearly all actives have a fitted effect of over 45% in size
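p53-null H1299 cells stably carrying temperature-sensitive p53-A138V and a BP100-luciferase reporter were pinned with compounds (4-point, 1:5 series) and held 24 hrs at 37 deg C. Luminescence was read 10 min after detection reagent.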
B2AR arrestin – beta2AR (human) beta-arrestin recruitment activity | P07550 | beta-arrestin recruitment to beta2AR, cell-based reporter | Potency, µM (top dose mostly 46.1 µM), for inactives: at the highest dose activation, actives largely listed as activators | hit rate 0.02% among 330,000 | AID 492947;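 further: potency means the concentration at half of the fitted maximal effect; 0% = DMSO controls and full agonism = EC100 isoproterenol or metaproterenol; nearly all actives have a fitted effect of over 65% in size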
S-ASM inh – blocks human secretory acid sphingomyelinase; P17405; placental ASM, HMU-PC fluorogenic substrate, 60 min; Potency, µM (highest dose often 57.5 µM), for the others: at the highest dose activity change, negative = inhibition, hits mostly inhibitors; hit rate 0.006% among 340,000; AID 504937; further: potency means the concentration at half of the fitted maximal effect
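Human placenta-derived ASM preincubated with compound 10 min at room temperature, then reacted with 9 uM (final) fluorogenic HMU-PC substrate for 60 min at 37 C. Stop solution raises pH to 10; fluorescence read at Ex 386/Em 447 nm.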
uPA generation – cell surface uPA generation inhibition | AID 540303 | cell surface uPA generation assay, qHTS | hit rate 0.31% among 330,000 | Potency, µM (series often up to 38.3 µM), for the others: at the highest dose activity change, negative = inhibition, usual class: inhibitors; active means well fitted inhibition curve with a large enough effect; inconclusive means small, poorly fitted or top-dose-only effect; inactive means no such curve, though single readings can be large or run the other way; tested in mouse RAW 264.7 cells; further: potency means the concentration at half of the fitted maximal effect; on the % scale 0 is the no-effect control and ±100 the full control effect; nearly all actives have a fitted effect of over 55% in size
ELG1 genotox – genotoxicity induction in ELG1-luciferase HEK293T cells | HEK293T ELG1-luciferase reporter, luminescence, 16 h | Potency, µM (top dose mostly 46 µM), for inactives: at the highest dose activity change, positive = activation, actives largely listed as activators | hit rate 1.3% among 330,000; further: potency means the concentration at half of the fitted maximal effect; % of control where 0% means no effect; nearly all actives have a fitted effect of over 60% in size
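After overnight (16 hr) compound treatment at 37 °C, ELG1-luciferase HEK293T cells were lysed with ONE-Glo; luminescence quantified 30 min later at room temperature.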
Starred values were filed as active, the others as inactive; u = inconclusive; x = not tested or not shown; [ ] = another dose, or the depositor's remark. Unless noted, the call rests on the fitted dose curve; in most records, active means well fitted curve in the direction sought with a large enough effect; inconclusive means small, poorly fitted or top-dose-only effect, or another doubt; inactive means no such curve, though single readings can be large; an effect the other way counts as inactive or inconclusive.

SMILES	USP2a inh	Eya2 phos inh	TRPV1 ag	a7 integrin act	BRCA1 expr up	TSG101-PTAP inh	p53 reactivation	B2AR arrestin	S-ASM inh	uPA generation	ELG1 genotox
CCOC(=O)c1c(C)[nH]c(C(=O)CN2C(=O)NC(C)(CC(C)C)C2=O)c1C (stereo not drawn)	0%	-4%	1	-13%	-2%	-2%	5%	0.0%	-6%	-8%	-5%
O=C(Cc1ccccc1)NCC(=O)N1CCN(c2ccccc2F)CC1	0%	5%	-1	-4%	7%	-1%	-1%	0.0%	x	3%	0%
CCCNC(=O)c1noc2c1CCc1ccccc1-2	-4%	-16%	-1	0%	48%	-5%	u	-1.0%	2%	u	u
C=CCN(C(=O)CN1CCCCC1)c1nc(-c2ccccc2)cs1	0%	9%	6	-14%	u	-3%	13%	0.2%	-11%	0%	14%
CC(=O)NS(=O)(=O)c1ccc(NC(=O)c2ccc(Cl)cc2[N+](=O)[O-])cc1	2%	2%	0	u	-2%	-1%	11%	0.0%	2%	1%	-2%
C=CCN(C(=O)c1csnn1)C(C(=O)NCc1ccc(F)cc1)c1ccccc1F (stereo not drawn)	5%	-2%	3	-8%	-11%	-5%	6%	-0.2%	-3%	-2%	-5%
COc1cccc(/C=N/n2c(-c3ccco3)nc3ccccc3c2=O)c1OC	0%	-11%	-3	19%	4%	0%	-4%	-2.3%	2%	2%	3%
O=C(COC(=O)c1cc2ccccc2oc1=O)c1cccc([N+](=O)[O-])c1	1%	7%	30	-3%	-11%	2%	-2%	3.1%	-3%	-1%	4%
Cc1cc(NC(=O)Cn2c(=O)n(CCCCC(=O)NC3CCN(Cc4ccccc4)CC3)c(=O)c3ccccc32)n[nH]1	-1%	8%	-1	x	x	x	2%	-0.1%	x	x	17%
CCC1SC2=NC(C)=C(C(=O)OCC(C)C)C(/C=C/c3ccccc3OC)N2C1=O (stereo not drawn)	-4%	-2%	u	48%	-35%	2%	1%	0.3%	-4%	x	1%
Cc1cccc(CSc2nc3ccncc3n2CC(=O)Nc2ccc(C)c(C)c2)c1	-1%	-6%	0	x	x	x	29%	-0.2%	x	x	-1%
O=C(CN1C(=O)NC2(CCCCC2)C1=O)Nc1cccc2ncccc12	0%	-12%	-1	1%	-22%	-6%	-3%	-0.2%	0%	3%	-1%
Cc1cc(NC(=O)c2ccc(F)cc2)n(CCOC(=O)c2ccc(F)cc2)n1	3%	-1%	1	5%	6%	-5%	-18%	-0.7%	0%	1%	-1%
O=S(=O)(NCCc1ccccn1)c1ccc(OC(F)(F)F)cc1	3%	9%	0	-26%	-14%	-9%	-1%	3.3%	4%	0%	-3%
Cn1c2c(c(=O)n(C)c1=O)C(C(F)(F)F)(C(F)(F)F)N=C(CCC1CCCCC1)N2	-2%	-2%	6	-42%	-85%	-1%	1%	-1.5%	-3%	-16%	-17%
CC1(C)CC(NC(=O)C2CCC(=O)N(C3CC3)C2)CC(C)(C)C1 (stereo not drawn)	2%	4%	1	-2%	-15%	-2%	-3%	-0.4%	-2%	5%	2%
CCCCN(C(=O)COc1ccc(NC(C)=O)cc1)C1CCS(=O)(=O)C1 (stereo not drawn)	0%	0%	-3	7%	-7%	-1%	1%	-0.7%	6%	1%	3%
Cc1[nH]c(C)c(S(=O)(=O)N2CCN(c3ccccc3F)CC2)c1C(=O)N1CCCC1	2%	10%	0	16%	-12%	1%	0%	0.2%	4%	-2%	0%
COc1ccc(C(=O)NNC(=S)NC(=O)c2ccccc2[N+](=O)[O-])cc1	1%	2%	13	-5%	-22%	0%	20%	1.2%	2%	0%	-1%
O=C(Nc1nnc(SCCN2CCOCC2)s1)C1CC(=O)N(c2ccc(F)cc2)C1 (stereo not drawn)	0%	-2%	-2	-18%	-8%	0%	-4%	0.2%	5%	0%	11%
O=C(OCC(=O)N(Cc1ccccc1)C1CCS(=O)(=O)C1)c1cc2c(s1)CCCC2 (stereo not drawn)	-7%	-3%	-3	7%	-3%	0%	-15%	-0.7%	0%	-2%	-1%
COc1ccc(-c2ccc3oc(-c4ccc(OC)cc4)c(C#CCCO)c3c2)cc1	x	x	x	19%	-19%	-3%	x	x	30%	u	x
CCOc1ccccc1N(C)S(=O)(=O)c1ccc2c(c1)CC(C)N2C(=O)C1CC1 (stereo not drawn)	-7%	-1%	24	u	-47%	-5%	3%	0.2%	-2%	-15%	-4%[9.26 µM]
COc1ccc2nc(/C=N/NC(=O)CCNC(=O)OC(C)(C)C)ccc2c1	-2%	1%	-4	-15%	6.3µM*	-2%	u	-0.6%	25%	3%	8%
O=C(Cc1ccccc1)NCc1n[nH]c(=S)n1-c1ccc(Br)cc1	5%	4%	1	15%	0%	0%	-3%	-1.4%	-3%	-9%	2%
COc1ccc(CC(NC(C)=O)C(=O)NC2CCN(C(=O)c3ccncc3)CC2)cc1OC (stereo not drawn)	2%	-7%	1	9%	8%	-5%	0%	0.8%	2%	2%	0%
O=S(=O)(NC(=S)NC1CCCCC1)c1ccc(Br)cc1	0%	10%	-1	3%	-20%	-4%	0%	0.0%	14%	8%	-2%
Nc1ccc(C(=O)Nc2ccc(Nc3ccncc3)cc2)cc1	5%	4%	-6	3%	-5%	-2%	2%	3.0%	0%	8%	0%
C[n+]1ccc(/C=C/c2ccc(Br)cc2)cc1	0%	1%	x	-19%	-76%	1%	0%	-0.5%	33%[activator]	-6%	-13%
COCCN(C(=O)CCC(=O)Nc1ccccn1)C(C(=O)NC(C)C)c1ccc(Cl)cc1 (stereo not drawn)	0%	-4%	1	12%	-4%	-2%	5%	-0.1%	7%	0%	0%
COc1ccc(S(=O)(=O)N2CCCOC2CNC(=O)C(=O)NCc2cccnc2)cc1 (stereo not drawn)	-4%	-1%	-1	-11%	-15%	x	22%	-0.3%	-1%	3%	0%
CC(C)(C)[C@@H]1C=C(C(=O)O)[C@H](c2ccc(Cl)cc2)N1S(=O)(=O)c1ccccc1	-1%	-16%	x	21%	1%	-1%	2%	-0.5%	-8%	-6%	-2%
CC1CCCCC1NC(=O)CN1CCC(NC(=O)c2cccc(F)c2)CC1 (stereo not drawn)	0%	-3%	0	-20%	-21%	0%	-3%	0.0%	1%	0%	0%
CCOC(=O)CSc1nnc(Cn2nnc(-c3ccccc3)n2)n1CC	-1%	-6%	2	5%	19%	-3%	-5%	-0.4%	3%	-4%	2%
Cc1oc(C(C)(C)C)cc1C(=O)NC1CCN(Cc2ccccc2)CC1	0%	-24%	u	-26%	-21%	-1%	-2%	-0.9%	-2%	8%	-7%
CC(OC(=O)/C=C/c1ccccc1)C(=O)N1CCc2ccccc21 (stereo not drawn)	-3%	-11%	12	24%	-14%	0%	-2%	-0.3%	x	14%	0%
O=C(COC(=O)c1cc(Cl)nc(Cl)c1)NC1CCCCCC1	1%	5%	x	0%	10%	-8%	-2%	3.3%	0%	7%	0%
COc1cccc(N2C(=O)CN(Cc3ccccc3)C2=S)c1	-1%	8%	29	17%	6%	-1%	-3%	0.4%	0%	-18%	-3%
Cc1ccc(C(=O)C(C)OC(=O)Cc2c[nH]c3ccccc23)cc1 (stereo not drawn)	4%	3%	5	5%	-17%	4%	1%	0.0%	-1%	4%	0%
COC(=O)c1ccc(CNC(=O)C2CCC(=O)N(Cc3cccc(F)c3)C2)cc1 (stereo not drawn)	3%	21%	5	5%	-4%	x	-9%	0.7%	-2%	1%	0%
COc1cccc(C2=NOC(C(=O)Nc3ccc(OC)c(OC)c3)C2)c1 (stereo not drawn)	2%	-6%	u	-15%	-25%	-6%	4%	-0.8%	1%	x	-1%
Cc1cccc(OCC(=O)Nc2sc3c(c2C#N)CCC3)c1	1%	-31%	4	9%	10µM*	-2%	9%	0.0%	-4%	-6%	7%
CCCCn1c(N)c(N(CCOC)C(=O)CCC2CCCCC2)c(=O)[nH]c1=O	1%	-9%	0	-3%	3%	-1%	-1%	7.0%	13%	-1%	2%
COCCNC(=O)c1ccc(CSCc2cccc(Cl)c2)o1	-8%	6%	9	u	-6%	-6%	-5%	-0.5%	-1%	10%	-4%
O=C(C(c1ccccc1)c1ccccc1)N1CCN(c2ccccn2)CC1	2%	-1%	17	19%	-14%	0%	2%	-0.4%	-4%	u	-7%

Outcome played no part in choosing rows (roughly 2.6% active in at least one column).
